EPAC2 agonist: qHTS for Agonist of cAMP-regulated guanine nucleotide exchange factor 4 (EPAC2): primary screen; Rap guanine nucleotide exchange factor 4 (Homo sapiens), Q8WZA2; EPAC2 activation, biochemical qHTS; response scale: 100% = 6.5 mM cAMP response; Potency, µM (series often up to 154 µM), inactives show at the top dose activation, usual class: activators; actives 0.079% (n = 360,000); AID 720711, 2013; note: potency is the fitted concentration of half-maximal effect; nearly all actives have a fitted effect of over 50% in size
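Fluorescence exchange assay: 100 nM EPAC2 with 250 nM RAP1B-BODIPY-GDP and 50 uM GDP; compounds tested as a concentration-titration series (qHTS). Loss of Rap1-bound BODIPY-GDP fluorescence read at 480/540 nm; data normalized to 6.5 mM cAMP.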
PTHR1 ag: qHTS for PTHR1 Agonists: Primary Screen; Parathyroid hormone/parathyroid hormone-related peptide receptor (Homo sapiens), Q03431; HEK293 GP2 PTHR1 cells, GloSensor cAMP luminescence, 1 h; Potency, µM (highest dose often 115 µM), inactives show at the top dose activation, actives largely listed as activators; actives 0.075% (n = 410,000); AID 743266, 2014; note: potency is the fitted concentration of half-maximal effect; nearly all actives have a fitted effect of over 55% in size; some results filed as inactive show a strong effect at the top dose; inactives centre near -15; many of its hits are not listed in these tables
Target sequence (Q03431 whole entry, looked up): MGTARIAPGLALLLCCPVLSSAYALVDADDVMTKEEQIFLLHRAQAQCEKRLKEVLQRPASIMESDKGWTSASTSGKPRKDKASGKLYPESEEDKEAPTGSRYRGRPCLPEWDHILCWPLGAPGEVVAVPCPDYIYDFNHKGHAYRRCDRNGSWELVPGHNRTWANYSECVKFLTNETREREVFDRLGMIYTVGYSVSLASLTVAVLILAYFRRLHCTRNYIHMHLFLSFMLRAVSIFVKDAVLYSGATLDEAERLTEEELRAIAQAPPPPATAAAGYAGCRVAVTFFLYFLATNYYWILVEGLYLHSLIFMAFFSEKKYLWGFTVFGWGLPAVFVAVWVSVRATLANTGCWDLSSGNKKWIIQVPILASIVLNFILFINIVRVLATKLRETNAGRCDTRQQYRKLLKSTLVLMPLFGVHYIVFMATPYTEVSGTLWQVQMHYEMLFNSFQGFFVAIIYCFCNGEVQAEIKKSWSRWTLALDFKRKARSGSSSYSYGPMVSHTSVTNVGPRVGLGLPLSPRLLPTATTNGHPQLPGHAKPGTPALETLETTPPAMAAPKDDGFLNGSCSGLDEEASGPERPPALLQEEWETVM
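HEK-293-derived GP2 cells expressing PTHR1 and a GloSensor cAMP reporter, 3,000/well, plated overnight, given luciferin plus IBMX (each 0.5 mM as added) for 1 h at 37 °C, then compound for 1 h at 37 °C. Luminescence was read after 15 min at room temperature.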
Akt phos inh: HTS Assay for Inhibitors of Akt Phophorylation: Primary Screen. Neuro2A IGF-stimulated pAkt S473 HTRF, 20 min; hits give low values. activity change, % for hits at 50 µM. actives 0.32% (n = 360,000). AID 651550, 2012; in the data active = activity change below about -80%; inconclusive = mostly about -51% to -80%; note: % is set by controls: 0 for no effect and ±100 for the full control effect
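Single-point screen (50 µM final compound) in Neuro2A cells stimulated 20 min with 6 nM IGF at 37 deg C. After lysis, Ser473-phosphorylated Akt read by HTRF (ex 330 nm, em 615/665 nm) as the 665/615 ratio.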
MmCpn inh: Inhibitors of TCP-1 ring complex (TRiC) of Methanococcus maripaludis (MmCpn): qHTS. Chaperonin Mm-Cpn (Methanococcus maripaludis). purified Mm-Cpn ATPase, ADP Transcreener TR-FRET. Potency, µM (titrated, usually from 76.9 µM), for inactives: at the highest dose activity, negative = inhibition, usual class: inhibitors. actives 0.031% (n = 330,000). AID 504842, 2011; note: potency is the fitted concentration of half-maximal effect; % is set by controls: 0 for no effect and ±100 for the full control effect; nearly all actives have a fitted effect of over 80% in size
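Purified archaeal Mm-CPN (25nM final) preincubated 10 min at 37degC with compound, then 10uM ATP for 30 min at 37degC; ADP measured by HTRF Transcreener TR-FRET; buffer 30 mM TRIS pH 7.4, 100mM KCl, 5mM MgCl2, 1mM DTT.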
CCT chaperon mod: High-Throughput Screening for Modulators of Cytosolic Chaperonin Activity; activity change, % (concentration not given with the values), hits read low; actives 0.3% (n = 360,000); AID 651819, 2012; purified chaperonin ATPase assay, HTRF ADP detection, 30 min; in the data active = activity change below about -30%; note: % is set by controls: 0 for no effect and ±100 for the full control effect
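ATPase activity: ADP formed was measured by HTRF Transcreener (665/615 nm ratio) after 30 min at 37 deg C with 10 uM ATP. Compounds screened at one 76 uM concentration against 40 or 20 nM TRiC in Tris pH 7.4/KCl/MgCl2/DTT buffer.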
DRD3 agonist: qHTS of D3 Dopamine Receptor Agonist: qHTS; max activation, %; actives 0.58% (n = 410,000); D3R DiscoveRx beta-arrestin cells, luminescence, 90 min; AID 652048, 2013; D(3) dopamine receptor (Homo sapiens), P35462; in the data active = max activation above about 30%; note: 0% is about no effect; mostly tested at two doses, the higher about 12 µM
Target sequence (P35462 whole entry, looked up): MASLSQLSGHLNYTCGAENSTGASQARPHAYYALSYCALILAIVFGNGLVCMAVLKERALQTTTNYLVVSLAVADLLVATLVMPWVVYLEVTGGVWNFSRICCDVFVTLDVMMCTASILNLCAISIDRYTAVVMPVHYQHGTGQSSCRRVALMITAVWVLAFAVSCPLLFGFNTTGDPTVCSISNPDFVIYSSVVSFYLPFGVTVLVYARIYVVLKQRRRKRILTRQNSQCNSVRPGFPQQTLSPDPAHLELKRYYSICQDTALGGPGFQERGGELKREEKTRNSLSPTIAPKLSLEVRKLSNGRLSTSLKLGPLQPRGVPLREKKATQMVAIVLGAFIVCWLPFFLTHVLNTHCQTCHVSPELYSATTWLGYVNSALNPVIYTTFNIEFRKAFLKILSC
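Cells at 1500/well, incubated overnight, then treated with pinned compounds (dopamine as control) for 90 min at 37 degrees C. DiscoveRx reagent added for 30 - 60 minutes at room temperature; luminescence read.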
EPAC2 antagonist: qHTS for Antagonist of cAMP-regulated guanine nucleotide exchange factor 2 (EPAC2): primary screen. EPAC2 GEF exchange of Rap1B-BODIPY-GDP, fluorescence. actives 0.18% (n = 360,000). Potency, µM (top dose mostly 114 µM), inactives show top-dose activity, negative = inhibition, usual class: inhibitors. AID 720708, 2013. Rap guanine nucleotide exchange factor 4 (Homo sapiens), Q8WZA2; note: potency is the fitted concentration of half-maximal effect; % is set by controls: 0 for no effect and ±100 for the full control effect; nearly all actives have a fitted effect of over 45% in size; many of its hits are not listed in these tables
D3 antag: qHTS of D3 Dopamine Receptor Antagonist: qHTS. D(3) dopamine receptor (Homo sapiens), P35462. D3R cells, DiscoveRx beta-arrestin luminescence, antagonist mode; hits give low values. max response, negative = inhibition, %. actives 2.5% (n = 360,000); in the data active = max response below about -50%; inconclusive = no clear call, values can overlap the other calls; note: % is set by controls: 0 for no effect and ±100 for the full control effect; mostly tested at two doses, the higher about 12 µM
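Cells plated overnight at 1500 cells/well, then exposed to library compounds with dopamine controls for 90 minutes at 37 degrees C. DiscoveRx reagent added for 30–60 minutes at room temperature; luminescence read, quantitative HTS format.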
Numbers without * were called inactive; & = joins results of further samples; [ ] = another dose, or the depositor's remark. Unless noted, calls come from the whole dose curve; as a rule, active = well fitted curve in the direction sought with a large enough effect; inconclusive = small, poorly fitted or top-dose-only effect, or another doubt; inactive = no such curve, though single readings can be large; an effect the other way counts as inactive or inconclusive. Not all compounds are listed; rates above refer to the full screens.

`CSC1=C(C#N)C(c2ccc(C(C)C)cc2)CC(=O)N1` (stereo not given) gave EPAC2 agonist -3%, PTHR1 ag -10%, Akt phos inh inactive, MmCpn inh 3%, CCT chaperon mod 0.7, DRD3 agonist -2, EPAC2 antagonist -1% and D3 antag 0.
COc1ccc(N2CCN(CC(=O)Nc3nnc(-c4ccccc4)s3)CC2)cc1 was read as EPAC2 agonist 9%, PTHR1 ag -30%[57.5 µM], Akt phos inh inactive, MmCpn inh 1%, CCT chaperon mod -1.3, DRD3 agonist -3, EPAC2 antagonist -8% and D3 antag 2.
`COc1ccc(CCC(=O)OCC(=O)NC2CCCC2)cc1OC` gave EPAC2 agonist 8%, PTHR1 ag inactive, Akt phos inh inactive, CCT chaperon mod -2.3, DRD3 agonist 0, EPAC2 antagonist -19% and D3 antag 3.
`COc1ccc(CNC(=O)C2CC(=O)N(C3CCCCC3)C2)cc1` (stereo not given) gave EPAC2 agonist -5%, PTHR1 ag inactive, Akt phos inh inactive, MmCpn inh 2%, CCT chaperon mod 1.3, DRD3 agonist 2, EPAC2 antagonist 1% and D3 antag 16.
NC1=NN=C(N2N=C(c3ccccc3)CC2(O)C(F)(F)F)n2ncnc2C1 (stereo not given) was read as EPAC2 agonist 15%, PTHR1 ag inconclusive, Akt phos inh inactive, MmCpn inh 1%, CCT chaperon mod -3.1, DRD3 agonist -4, EPAC2 antagonist 29% and D3 antag -19.
CC1SC2(NC1=O)C1CC3CC(C1)CC2C3 (stereo not given) was read as EPAC2 agonist 5%, PTHR1 ag inactive, Akt phos inh inactive, MmCpn inh 2%, CCT chaperon mod -3.8, DRD3 agonist -3, EPAC2 antagonist -9% and D3 antag 30.
Screening COc1ccccc1NC(=O)c1ccc(Cl)c(S(=O)(=O)N2CCCCC2)c1 returned EPAC2 agonist 4%, PTHR1 ag -34%[inhibitor], Akt phos inh inactive, MmCpn inh 0%, CCT chaperon mod -2.1, DRD3 agonist -4, EPAC2 antagonist -1% and D3 antag -14.
Screening CCC1(c2ccc(F)cc2)NC(=O)N(CC(=O)NC2CC2)C1=O (stereo not given) returned EPAC2 agonist -3%, PTHR1 ag inactive, Akt phos inh inactive, MmCpn inh 1%, CCT chaperon mod 1.7, DRD3 agonist 2, EPAC2 antagonist 7% and D3 antag 6.
S=C(NCCCN1CCOCC1)Nc1ccc(Cl)cc1Cl was read as EPAC2 agonist -6%, PTHR1 ag -24%, Akt phos inh inactive, MmCpn inh -20%, CCT chaperon mod -0.9, DRD3 agonist -5, EPAC2 antagonist 9% and D3 antag -7.
COc1ccccc1NC(=O)c1sc(NC(=O)c2ccco2)c(C#N)c1C was read as EPAC2 agonist 13%, PTHR1 ag inactive, Akt phos inh inactive, MmCpn inh -17%, CCT chaperon mod -0.7, DRD3 agonist 1, EPAC2 antagonist 0% and D3 antag 6.

Sorted by SMILES length (largest number first): part of the list above
COc1ccccc1NC(=O)c1sc(NC(=O)c2ccco2)c(C#N)c1C was read as EPAC2 agonist 13%, PTHR1 ag inactive, Akt phos inh inactive, MmCpn inh -17%, CCT chaperon mod -0.7, DRD3 agonist 1, EPAC2 antagonist 0% and D3 antag 6.
Screening CCC1(c2ccc(F)cc2)NC(=O)N(CC(=O)NC2CC2)C1=O (stereo not given) returned EPAC2 agonist -3%, PTHR1 ag inactive, Akt phos inh inactive, MmCpn inh 1%, CCT chaperon mod 1.7, DRD3 agonist 2, EPAC2 antagonist 7% and D3 antag 6.
S=C(NCCCN1CCOCC1)Nc1ccc(Cl)cc1Cl was read as EPAC2 agonist -6%, PTHR1 ag -24%, Akt phos inh inactive, MmCpn inh -20%, CCT chaperon mod -0.9, DRD3 agonist -5, EPAC2 antagonist 9% and D3 antag -7.

Continuation.
`COc1ccc(C2(C)C(C#N)C(=O)NC(=O)C2C#N)cc1` (stereo not given) gave EPAC2 agonist -2%, PTHR1 ag -29%, Akt phos inh inactive, CCT chaperon mod -1.0, DRD3 agonist 2, EPAC2 antagonist 1% and D3 antag 4.
`COc1cc(CCCN2C(=S)NC[C@@H]2c2ccccc2)cc(OC)c1OC` gave EPAC2 agonist 6%, PTHR1 ag -8%, Akt phos inh inactive, CCT chaperon mod -1.3, DRD3 agonist -3, EPAC2 antagonist -20% and D3 antag -7.
Screening Cc1ccc(NC(=O)CN(C)S(=O)(=O)c2cccs2)c(Br)c1 returned EPAC2 agonist 7%, PTHR1 ag -22%, Akt phos inh inactive, MmCpn inh 0%, CCT chaperon mod 0.3, DRD3 agonist 28, EPAC2 antagonist -10% and D3 antag 1.
`CS(=O)(=O)N1CCCC(C(=O)NCc2ccco2)C1` (stereo not given) gave EPAC2 agonist 10%, PTHR1 ag 11%[57.5 µM], Akt phos inh inactive, MmCpn inh -3%, CCT chaperon mod -1.1, DRD3 agonist 2, EPAC2 antagonist -6% and D3 antag 18.
Screening Cc1cccc(C(=O)NC2CC3CCC(C2)N3C)c1 (stereo not given) returned EPAC2 agonist -2%, PTHR1 ag inactive, Akt phos inh inactive, MmCpn inh -1%, CCT chaperon mod 0.5, DRD3 agonist -1, EPAC2 antagonist -3% and D3 antag 5.
Screening CCCCNc1c(C(=O)OCC)c(=O)[nH]c2ccccc12 returned EPAC2 agonist 8%, PTHR1 ag inactive, Akt phos inh inactive, MmCpn inh 1%, CCT chaperon mod -3.2, DRD3 agonist 1, EPAC2 antagonist 8% and D3 antag 1.
`O=C(OCC#CCSc1nnc(-c2cccc3ccccc23)o1)c1ccc(Br)cc1` gave EPAC2 agonist 8%, PTHR1 ag inactive, MmCpn inh 1%&-2% and EPAC2 antagonist 5%.
For Cc1cc(Cl)ccc1NC(=O)CCC(=O)O the results were EPAC2 agonist 5%, PTHR1 ag -11%, Akt phos inh inactive, MmCpn inh 3%, CCT chaperon mod -1.6, DRD3 agonist 3, EPAC2 antagonist 11% and D3 antag 8.
Screening CC1(C(=O)Nc2ccc3c(c2)OCCO3)CN(S(C)(=O)=O)CC(=O)N1CCc1c[nH]c2ccccc12 (stereo not given) returned EPAC2 agonist 17%, PTHR1 ag -11%, Akt phos inh inactive, DRD3 agonist 1, EPAC2 antagonist 1% and D3 antag 1.
CC(C)(C)N(Cc1ccccc1)C(=O)c1ccc2c(c1)OCCO2 was read as EPAC2 agonist 7%, PTHR1 ag -3%[57.5 µM], Akt phos inh inactive, MmCpn inh -1%, CCT chaperon mod -0.3, DRD3 agonist -10, EPAC2 antagonist -5% and D3 antag 0.
COc1ccc(/C=C(\C#N)C(=O)OCC(=O)Nc2ccc(-c3nc4ccc(C)cc4s3)cc2)cc1 was read as EPAC2 agonist 5%, PTHR1 ag -30%, Akt phos inh inactive, MmCpn inh 3%, CCT chaperon mod -0.3, DRD3 agonist 2, EPAC2 antagonist -1% and D3 antag 7.
`CCOC(=O)C1=CNS(=O)(=O)NC1c1ccccc1` (stereo not given) gave EPAC2 agonist 8%, PTHR1 ag -6%, Akt phos inh inactive, MmCpn inh -2%, CCT chaperon mod 0.0, DRD3 agonist 3, EPAC2 antagonist 13% and D3 antag 43.
For CCN(C(=O)CSc1ncccc1C(=O)OC(C)C)c1cccc(C)c1 the results were EPAC2 agonist 16%, PTHR1 ag -82%[inhibitor], Akt phos inh inactive, MmCpn inh 1%, CCT chaperon mod -1.8, DRD3 agonist -11, EPAC2 antagonist -13% and D3 antag 21.
For CC(C)c1nnc(NC(=O)Cc2ccccc2[N+](=O)[O-])s1 the results were EPAC2 agonist 3%, PTHR1 ag inactive, Akt phos inh inactive, MmCpn inh 1%, CCT chaperon mod 1.0, DRD3 agonist -7, EPAC2 antagonist -3% and D3 antag 10.
Screening CCCCNC(=O)c1sc2ncnc(N3CCc4ccccc4C3)c2c1C returned EPAC2 agonist 3%, PTHR1 ag -8%[57.5 µM], Akt phos inh inactive, MmCpn inh 0%, CCT chaperon mod 0.6, DRD3 agonist -5, EPAC2 antagonist 3% and D3 antag -25.
Screening O=C1/C(=C/c2ccccc2[N+](=O)[O-])COc2ccccc21 returned EPAC2 agonist 8%, PTHR1 ag -85%[inhibitor], Akt phos inh inactive, MmCpn inh -11%, CCT chaperon mod -1.0, DRD3 agonist -12, EPAC2 antagonist -4% and D3 antag -71*.
Screening COc1ccc(C2=NO[C@@H]3C(=O)N(Cc4ccccc4)C(=O)[C@H]23)cc1OC returned EPAC2 agonist 19%, PTHR1 ag inactive, Akt phos inh inactive, MmCpn inh -3%, CCT chaperon mod -3.0, DRD3 agonist -6, EPAC2 antagonist -9% and D3 antag -8.
Cc1nc(SCCOc2ccccc2)[nH]c(=O)c1Cc1ccccc1 was read as EPAC2 agonist 2%, PTHR1 ag inactive, Akt phos inh inactive, MmCpn inh 0%, CCT chaperon mod 0.6, DRD3 agonist 1, EPAC2 antagonist 1% and D3 antag -4.
`COc1ccc(-c2n[nH]c(C(F)(F)F)c2-c2cc3ccccc3o2)c(O)c1` gave EPAC2 agonist 6%, PTHR1 ag -32%[inhibitor][57.5 µM], Akt phos inh inactive, MmCpn inh -4%, CCT chaperon mod 0.6, DRD3 agonist 24, EPAC2 antagonist -21% and D3 antag 20.
For O=C(Cc1cccs1)N1CCC(c2nc3c(nnn3Cc3ccccc3)c(=O)[nH]2)CC1 the results were EPAC2 agonist -2%, PTHR1 ag inactive, Akt phos inh inactive, MmCpn inh 2%, CCT chaperon mod -1.1, DRD3 agonist 12, EPAC2 antagonist 3% and D3 antag 14.
Screening CC(=O)OC(C[N+]1(C)CCCCCC1)c1ccccc1 (stereo not given) returned EPAC2 agonist 6%, PTHR1 ag inactive, Akt phos inh inactive, MmCpn inh 0%, CCT chaperon mod -0.4, DRD3 agonist 4, EPAC2 antagonist -1% and D3 antag 6.

Source: PubChem BioAssay (National Center for Advancing Translational Sciences (NCATS))
